# Source: PubChem
# TTR transcr act – TTR transcription activation, primary screen; activation, % at 16.7 µM; SH-SY5Y TTR promoter Gaussia luciferase, luminescence; 100% = recombinant luciferase protein wells; AID 1117267; hit rate 1.3% among 92,000;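 active = activation above the mean of all tested compounds plus 3 SD, cut at about 9.5% in these data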;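 also: cells exposed to compounds for one day before reading; 0% = median of all test compound wells on the plate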
# The depositor's hits bear a star.
Structure,TTR transcr act
Cc1cc(C)cc(Nc2nc(-c3ccc(S(=O)(=O)N4CCCC4)cc3)cs2)c1,-1.2
CCOc1ccccc1NC(=O)N1CCC(NC(=O)c2cccc(C)c2)CC1,5.5
CCOC(=O)c1cnc2c(C)c(Cl)ccc2c1NCCCN1CCOCC1,0.8
COc1ccc(NC(=O)CN2C(=O)c3cccc4cccc2c34)cc1OC,-0.9
Cn1c(SCC(=O)NNC(=O)Cc2ccccc2)nnc1-c1ccc(Cl)cc1,-1.4
COc1ccc(-c2nn(-c3ccccc3)cc2/C=C/C(=O)N2CCN(c3ccccn3)CC2)cc1,-3.9
COc1ccc(C(=O)Nc2ccc(-n3nncc3C(C)(C)C)cc2)cc1,0.7
N#Cc1sc2nc(-c3ccccc3)cc(-c3ccco3)c2c1N,-0.1
CC1=C(C(=O)NC2CCCc3c2cnn3-c2ccc(F)cc2F)OCCO1 (stereo not drawn),-2.7
CCCCC(=O)N/N=C/c1ccc(-c2ccc([N+](=O)[O-])cc2)o1,-1.1
CN(C)S(=O)(=O)c1cccc(C(=O)NCCNC(=O)c2cccc(S(=O)(=O)N(C)C)c2)c1,-1.1
CS(=O)(=O)Nc1ccc(C2=NN(C(=O)c3ccco3)C(c3ccccc3F)C2)cc1 (stereo not drawn),-2.2
O=C(COc1ccc(Cl)cc1)Nc1cc(NC(=O)COc2ccc(Cl)cc2)cc(C(=O)O)c1,1.7
COc1cc(/C=C2\SC(=Nc3ccc(O)cc3)NC2=O)cc(OC)c1O,0.4
CC1Cc2ccccc2N1C(=O)CSc1nnc(Cn2nnc3ccccc32)n1C (stereo not drawn),-2.2
CCC(C)Nc1c([N+](=O)[O-])cc(C)cc1[N+](=O)[O-] (stereo not drawn),-1.7
N/C(=N\OC(=O)CN1C(=O)c2ccccc2C1=O)c1ccc(Cl)cc1,2.7
Cc1cc(C)cc(Oc2nc3c(C)cccn3c(=O)c2/C=C(\C#N)C(=O)NC2CCS(=O)(=O)C2)c1 (stereo not drawn),-0.4
Cc1cc(SCC(=O)NCCN2C(=O)CSC2=O)nc2c(C)cccc12,0.3
CC(=O)NC(CC(=O)Nc1ccc(S(=O)(=O)N2CCCCC2)cc1)c1ccccc1 (stereo not drawn),0.6
CCn1c(SCC(=O)NC(C)(C)C)nnc1-c1ccoc1C,-0.4
c1ccc(C2=Nc3cccc4cccc(c34)N2)cc1,-0.1
COc1cc(/C=C2/C(=N)N3OC(C)=CC3=NC2=O)ccc1OCCOc1ccc(C)cc1,1.8
COc1ccc(S(=O)(=O)NCC(c2ccc(C)cc2)N2CCN(C)CC2)cc1OC (stereo not drawn),0.9
COc1ccccc1Cc1nc2ccccc2n1S(=O)(=O)c1ccc(Cl)cc1,0.1
CC(=O)c1cccc(NC(=O)/C(=C/c2ccncc2)NC(=O)c2ccccc2)c1,0.6
COCCCC1CCN(C(=O)C2CCC(=O)N(Cc3cccc(F)c3)C2)CC1 (stereo not drawn),0.5
Cc1nn(-c2ccccc2)c(C)c1C(=O)OCC(=O)Nc1ccc2c(c1)OCO2,0.3
CCc1noc(C)c1C(=O)N1CCN(c2cccc(Cl)c2)CC1,-0.6
CCN(C(=O)COC(=O)c1cc(-c2ccccc2)nc2c1c(C)nn2-c1ccc(C)cc1)C1CCS(=O)(=O)C1 (stereo not drawn),2.6
O=C1CCC/C=C/C[C@H](CC(=O)N(CCO)Cc2ccccc2)C(=O)N[C@@H](Cc2ccccc2)CO1,-2.6
Cc1cc(-c2ccc(Cl)cc2)n2ncnc2n1,3.4
CCOc1ccc(C2C3=C(Nc4nc(N)[nH]c(=O)c42)c2ccccc2C3=O)cc1 (stereo not drawn),-4.9
CCOc1ccc(-n2c(=O)[nH]c3sc4c(c3c2=O)CCCC4)cc1,-1.6
CCOC1=CC2=C(C(=O)C(Cl)=CC2=O)[C@@H]2CN(S(=O)(=O)c3ccc(C)cc3)[C@@H](c3ccccc3)[C@H]12,-1.5
CCOc1cc(/C=N/Nc2nc(Nc3ccccc3)nc(N3CCCCC3)n2)ccc1OCC(=O)O,2.1
COc1cc(CCNC(=O)c2ccccc2NC(=O)C2=C(C)OCCS2)cc(OC)c1OC,-2.0
O=C(NCCOc1ccccc1)c1cc(C(=O)NCCOc2ccccc2)cc([N+](=O)[O-])c1,-0.3
O=C(NCC1CCCO1)c1ccccc1-c1nc(-c2ccccc2Cl)no1 (stereo not drawn),-0.3
CN(C)NC(=S)Nc1ccc(S(=O)(=O)N2CCCCC2)cc1,-1.2
Cc1cc(NC(=O)c2ccccc2F)ncc1NC(=O)c1cccs1,-1.9
CC(C)OC(=O)C1Cc2ccccc2CN1S(=O)(=O)c1cccs1 (stereo not drawn),-1.9
Cc1cccc(N2CC(C(=O)OCc3ccc([N+](=O)[O-])cc3)CC2=O)c1 (stereo not drawn),-0.5
COc1ccccc1OCC(=O)Nc1cc(Cl)ccc1Oc1ccccc1,-0.1
O=C(NCc1ccc(F)cc1)N1CCN(C(=O)c2ccccc2)CC1,-0.1
CN(Cc1ccc(Cl)c(Cl)c1)C(c1cc2ccccc2o1)c1nnnn1C(C)(C)C (stereo not drawn),-2.6
COC(=O)c1c(O)c2c([nH]c1=O)CCCC2,-3.1
CC(C)(C)[C@H]1CCC(=O)N([C@H](CSc2ccccc2)Cc2ccccc2)CC1,2.6
CCN=c1scc(C)n1/N=C/c1ccsc1,0.7
COc1ccc(S(=O)(=O)NNC(=O)c2ccccc2-n2cccc2)cc1,1.0

# 5 structures already listed, ordered by molar mass, rising.
Structure,TTR transcr act
CCN=c1scc(C)n1/N=C/c1ccsc1,0.7
O=C(NCc1ccc(F)cc1)N1CCN(C(=O)c2ccccc2)CC1,-0.1
Cc1cccc(N2CC(C(=O)OCc3ccc([N+](=O)[O-])cc3)CC2=O)c1 (stereo not drawn),-0.5
COc1ccccc1OCC(=O)Nc1cc(Cl)ccc1Oc1ccccc1,-0.1
CC(C)(C)[C@H]1CCC(=O)N([C@H](CSc2ccccc2)Cc2ccccc2)CC1,2.6

# (listing goes on)
Structure,TTR transcr act
N/C(=N\c1nc2c(c(=O)[nH]1)CCC2)Nc1cccc2ccccc12,-0.5
N#Cc1ccc(-c2cccnc2)nc1SCC(=O)c1ccccc1,-1.3
CNC(=S)N(CCc1c(C)[nH]c2ccc(C)cc12)Cc1ccco1,-1.1
COC(=O)c1ccccc1N(C)S(=O)(=O)c1cc2c3c(c1)CCC(=O)N3CCC2,0.3
C[C@H](NC(=O)[C@@H]1CSC2c3ccccc3C(=O)N21)C(=O)NC1CCCCC1 (stereo partly drawn),5.4
O=C(Nc1ccc(Br)cc1)C1CCCN1S(=O)(=O)c1cccs1 (stereo not drawn),-5.5
Cc1cccc(-c2nnn(C/C(N)=N/O)n2)c1,0.0
CC(NC(=O)COc1ccc(Br)cc1)C1CCCO1 (stereo not drawn),0.8
Cc1ccc(-n2cccn2)c([C@@H]2C[C@H]3CN(C)C(=O)[C@]34CCCN24)c1,1.6
CC(=O)Nc1ccc(C2C(=O)c3ccccc3C2=O)cc1,-0.6
CCc1ccc(OCC(O)Cn2c(N3CCCCC3)nc3c2c(=O)[nH]c(=O)n3C)cc1 (stereo not drawn),-1.7
CCSc1nnc([C@@H]2CCCN2C(=O)OC(C)(C)C)o1,1.2
CC(=O)NC12CC3CC(C1)CC(C(=O)N1CCN(S(=O)(=O)c4ccc([N+](=O)[O-])cc4)CC1)(C3)C2,0.4
COc1ccc(CN(C(=O)CO/N=C/c2ccccc2)c2ccccc2C(=O)O)cc1,0.7
COc1cc(/C=C2/CCCC(C(=O)C(F)(F)F)=C2O)ccc1O,-1.7
COc1cccc(N(CC(=O)N2CCCC2)S(C)(=O)=O)c1,1.0
O=C(O)/C(=C\c1cccc(C(F)(F)F)c1)c1ccc(S(=O)(=O)N2CCCC2)s1,-0.5
COc1ccccc1CNS(=O)(=O)c1ccc2c(c1)CCCN2C(C)=O,-0.5
C=CCN1C(=O)/C(=C/c2ccc(O)cc2)S/C1=N/c1nccs1,-2.5
CC#CCNCc1ccccc1,-0.3
CN(C)c1ccc(/C=N/NC(=O)c2ccccn2)cc1,-1.5
CCCS/C(N)=N/N=C/c1ccccc1O,-1.1
NS(=O)(=O)c1cc([N+](=O)[O-])ccc1NCc1cccnc1,2.6
O=C(CC1NC(=O)NC1=O)Nc1ccccc1 (stereo not drawn),7.4
N#Cc1cnn2c(C(F)(F)F)cc(-c3ccccc3)nc12,0.2
Cn1c(O)c(N=Nc2ccccc2[N+](=O)[O-])c2ccccc21,2.0
CC(=O)Nc1ccc(S(=O)(=O)NC2(c3ccccc3)C(=O)N(C)C(=O)N(C)C2=O)cc1,-0.9
CCOC(=O)c1c(CC(C)C)csc1NC(=O)COC(=O)C1=NNC(=O)CC1,1.7
O=C(COC(=O)C1CCN(S(=O)(=O)c2cccs2)CC1)c1ccccc1,2.1
CS(=O)(=O)c1cccc(C(=O)Nc2ccc3c(c2)OCCCO3)c1,-2.3
CCOC(=O)c1c(O)c(O)c(C(=O)OCC)n1-c1ccccc1,0.2
Cc1cccc(Oc2ccc(C(=O)NC3CCSC3=O)cn2)c1C (stereo not drawn),13.6*
O=C(c1ccc2oc(CCc3ccccc3)nc2c1)N1CCC(O)CC1,-0.2
Nc1c(C(=O)N/N=C/c2ccccc2Cl)oc2nc(-c3ccccc3)cc(-c3ccco3)c12,-1.2
COc1cc(CN2CCCCCC2)cc(OC)c1,-1.5
COCCC1CCCCN1C(=O)c1cccc(OC2CCN(S(C)(=O)=O)CC2)c1 (stereo not drawn),2.4
Cc1ccc(-c2noc(-c3ccccc3C(=O)N3CCCC3)n2)cc1,0.9
COc1ccc(C(=O)Nc2ccc3c(c2)CCCN3C(=O)c2cccs2)c(OC)c1,-4.0
COc1ccc(C(=O)NCc2ccc(Cl)cc2)cc1S(=O)(=O)N1CCCC1,2.4
COc1ccc(NC(=O)C[C@H]2C(=O)N(c3ccccc3)C[C@@H]2Cc2ccccc2)cc1,3.4

# Quoted at random: four compounds from above.
Structure,TTR transcr act
COc1cc(CN2CCCCCC2)cc(OC)c1,-1.5
O=C(c1ccc2oc(CCc3ccccc3)nc2c1)N1CCC(O)CC1,-0.2
COc1ccc(C(=O)Nc2ccc3c(c2)CCCN3C(=O)c2cccs2)c(OC)c1,-4.0
COc1ccc(NC(=O)C[C@H]2C(=O)N(c3ccccc3)C[C@@H]2Cc2ccccc2)cc1,3.4

# Continued:
Structure,TTR transcr act
Fc1cc(F)cc(NC(=S)NCCCN2CCOCC2)c1,0.6
CN=C1S/C(=C/c2cn(CC(=O)OC)c3ccccc23)C(=O)N1C,-0.9
O=C(NC1CCCCC1)N(Cc1ccc(F)cc1)Cc1nc2ccccc2c(=O)[nH]1,-1.4
O=C(CSc1nnc(CN2CCOCC2)n1-c1ccc(Cl)cc1)Nc1ccc2c(c1)OCO2,-0.1
O=C1CS/C(=N/N=C/c2ccco2)N1Cc1ccc(F)cc1,-0.1
O=C(Cc1cccs1)Nc1nnc(-c2ccc(F)cc2)s1,0.8
COc1ccc(NC(=O)N2CCC(n3cnc4ccccc43)CC2)cc1,1.3
CCOC(=O)Cn1c2c(c(=N)c3c1CCC3)CCC2,-1.6
OCCCN1CNC(=S)NC1,0.4
O=C(NCCCN1CCN(c2cccc(Cl)c2)CC1)c1cccc(N2CCCC2=O)c1,-4.3
O=C(Nc1ccn(CCCNCC2CCCCC2)c(=O)n1)OCc1ccccc1,1.7
CC(C)(C)NC(=O)CN(Cc1ccc2c(c1)OCO2)C(=O)CNS(=O)(=O)c1ccc(F)cc1,1.4
O=C(c1ccc(OC2CCN(Cc3cccc(OCCO)c3)CC2)cc1)N1CCCC1,0.4
COc1ccc(-c2oc(=O)c3cc(OC)c(OC)cc3c2/C=C/c2ccc([N+](=O)[O-])cc2)cc1,1.8
Cc1nc(SCC(=O)c2cccc([N+](=O)[O-])c2)n[nH]1,1.2
O=C(NCC1CCCO1)c1ccc(CSCc2cccc(F)c2)o1 (stereo not drawn),-1.0
COc1ccc(C(=O)NCCSc2ccc(C)cc2)cc1,1.0
COC(=O)c1sccc1NC(=O)Nc1ccc(C)cc1,5.5
CC(C)CNC(=S)NNC(=O)c1csc2c1CCC(C)C2 (stereo not drawn),-1.1
COc1ccc(CCNc2c3ccccc3nc3ccccc23)cc1OC,11.0*
CCC(C(=O)OCC(=O)N1CCN(S(=O)(=O)c2ccc(C)cc2C)CC1)c1ccccc1 (stereo not drawn),-0.7
COc1ccc(CCNC(=O)C2CCN(S(=O)(=O)N3CCCCC3)CC2)cc1OC,-1.5
Brc1ccc(-c2ncc(-c3ccccc3)cn2)cc1,1.3
COc1cc(OC)c(NS(=O)(=O)c2cc(C(=O)OCC(=O)NCC3CCCO3)ccc2OC)cc1Cl (stereo not drawn),-1.4
Cc1ccc(/C=N/NC(=O)C2(C)CC2(Br)Br)cc1 (stereo not drawn),0.1
CCOC(=O)c1ccc(NC(=O)c2c(N)n(Cc3ccccc3)c(=O)[nH]c2=O)cc1,0.6
O=C(Nc1ccccc1Cl)c1csc(-c2cccnc2)n1,-1.7
COc1ccc(NS(=O)(=O)c2cccc3ccccc23)cc1,1.2
O=C1NC(Cc2ccccc2)c2nc3ccc(Cl)cc3c(=O)n2-c2cc(Cl)ccc21 (stereo not drawn),-0.1
COc1ccccc1NS(=O)(=O)c1ccc2nc(CCl)[nH]c2c1,-1.1
CC(SC1=NCCN1S(C)(=O)=O)c1ccccc1 (stereo not drawn),-2.1
N#CC(c1ccccc1F)(c1ncc(C(F)(F)F)cc1Cl)N1CCOCC1 (stereo not drawn),-0.6

# A portion of the results above:
Structure,TTR transcr act
CCC(C(=O)OCC(=O)N1CCN(S(=O)(=O)c2ccc(C)cc2C)CC1)c1ccccc1 (stereo not drawn),-0.7
COc1ccc(CCNC(=O)C2CCN(S(=O)(=O)N3CCCCC3)CC2)cc1OC,-1.5

# An excerpt, so the mix of outcomes need not match the whole.
